High-throughput results deposited in PubChem by Dana-Farber Cancer Institute and Novartis Institutes for BioMedical Research (Cambridge, Mass).
USP28 block = blocks human USP28 ubiquitin-rhodamine cleavage; Q96RU2; purified USP28, Ub-rhodamine cleavage fluorescence, 30 min; inhibition, % at 25 µM; 47,000 compounds, 3% hits
USP7 block = blocks human USP7 ubiquitin-rhodamine cleavage; purified USP7, Ub-rhodamine cleavage fluorescence; 47,000 compounds, 0.3% hits; inhibition, % at 20 µM; AID 1645854
USP8 inh = inhibitors of human USP8 deubiquitinase; purified USP8, Ub-rhodamine cleavage fluorescence, 30 min; P40818; inhibition, % at 20 µM; 47,000 compounds, 4.2% hits
USP10 block = inhibitors of human USP10 deubiquitinase. 47,000 compounds, 1.1% hits. inhibition, % at 20 µM. Q14694. purified USP10, Ub-rhodamine fluorescence, 60 min
USP30 inh = human USP30 deubiquitinase inhibition; AID 1645860; 47,000 compounds, 5.3% hits; purified USP30, Ub-rhodamine cleavage fluorescence; inhibition, % at 25 µM; Q70CQ3
UCHL1 block = inhibitors of human UCHL1 deubiquitinase; P09936; purified UCHL1, Ub-rhodamine cleavage fluorescence; inhibition, % at 20 µM; 47,000 compounds, 0.2% hits; AID 1645859
Target sequence (P09936 whole entry, looked up): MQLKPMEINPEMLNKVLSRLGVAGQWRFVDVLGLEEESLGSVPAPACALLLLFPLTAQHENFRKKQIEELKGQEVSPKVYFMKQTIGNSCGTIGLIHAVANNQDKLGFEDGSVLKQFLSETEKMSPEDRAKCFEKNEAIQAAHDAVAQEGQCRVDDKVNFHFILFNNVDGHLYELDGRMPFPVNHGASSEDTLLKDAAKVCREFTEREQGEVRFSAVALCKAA
USP17 block = human USP17-like deubiquitinase inhibition | A8MUK1 | purified USP17, Ub-rhodamine cleavage fluorescence, 3 h | inhibition, % at 50 µM | 47,000 compounds, 6.5% hits | AID 1645855
Target sequence (A8MUK1 whole entry, looked up): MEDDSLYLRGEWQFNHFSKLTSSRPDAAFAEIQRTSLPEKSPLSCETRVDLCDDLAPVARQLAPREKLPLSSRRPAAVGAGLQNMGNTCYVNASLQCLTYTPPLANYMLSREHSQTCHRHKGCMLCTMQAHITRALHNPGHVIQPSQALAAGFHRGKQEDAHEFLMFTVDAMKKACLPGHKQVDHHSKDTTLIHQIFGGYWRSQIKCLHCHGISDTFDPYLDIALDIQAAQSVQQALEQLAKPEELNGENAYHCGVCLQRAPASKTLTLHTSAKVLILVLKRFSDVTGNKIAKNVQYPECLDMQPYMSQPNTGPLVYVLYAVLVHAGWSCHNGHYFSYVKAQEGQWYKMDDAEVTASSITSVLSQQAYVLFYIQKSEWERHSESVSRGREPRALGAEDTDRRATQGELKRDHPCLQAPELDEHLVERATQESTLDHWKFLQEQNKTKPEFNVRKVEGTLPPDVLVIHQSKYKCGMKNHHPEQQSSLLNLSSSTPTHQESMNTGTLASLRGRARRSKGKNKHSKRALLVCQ
OTUD3 inh = blocks human OTUD3 ubiquitin-rhodamine cleavage; purified OTUD3, Ub-rhodamine fluorescence, 2 h; inhibition, % at 25 µM; 47,000 compounds, 0.7% hits; AID 1645858
An asterisk follows results filed as active. Cut-off read from the data, not from the text of the source: active = inhibition above about 30%; inactive = the rest. Compounds as they come, and some 14% of all compounds hit somewhere here.

Cc1ccc(F)cc1NC(=O)CCc1nc(CSc2nc3ccccc3o2)no1 was read as USP28 block -4, USP7 block -18, USP8 inh -116, USP10 block -1, USP30 inh -46, UCHL1 block -5, USP17 block -13 and OTUD3 inh -11.
`CC1CC(C)CN(S(=O)(=O)c2ccc(C(=O)Nc3c(C(N)=O)oc4ccccc34)cc2)C1` (stereo not drawn) gave USP7 block 1, USP8 inh -1, USP10 block 1, UCHL1 block -1, USP17 block 15 and OTUD3 inh -4.
For CC(C)N1CCc2c(C#N)c(N3CCOCC3)n3cnnc3c2C1 the results were USP28 block -14, USP7 block -10, USP8 inh 6, USP10 block -8, USP30 inh -46, UCHL1 block -13, USP17 block -11 and OTUD3 inh -10.
Screening O=C(CSc1ccc(-c2cccc([N+](=O)[O-])c2)nn1)Nc1cccc(F)c1 returned USP28 block 40*, USP7 block 28, USP8 inh 70*, USP10 block 46*, USP30 inh 45*, UCHL1 block 7, USP17 block 79* and OTUD3 inh 5.
COC(=O)C1=CC(=O)C=C(OC)C12Oc1cc(C)cc(O)c1C2=O (stereo not drawn) was read as USP28 block 9, USP7 block 0, USP8 inh -10, USP10 block -4, USP30 inh 5, UCHL1 block 2, USP17 block 21 and OTUD3 inh 16.
`Cc1cccc(-c2nc(CNC(=O)Cc3ccccc3)no2)c1` gave USP28 block -4, USP7 block -2, USP8 inh -3, USP10 block -5, USP30 inh -2, UCHL1 block -1, USP17 block 11 and OTUD3 inh -2.
Screening COCCCNC(=O)C1c2ccccc2C(=O)N(c2ccccc2)C12CCCCC2 (stereo not drawn) returned USP28 block 6, USP7 block 2, USP8 inh 16, USP10 block -3, USP30 inh 14, UCHL1 block 4, USP17 block 15 and OTUD3 inh 8.
`COc1ccc(C(=O)N2CC=C(c3ccccc3)CC2)cc1S(=O)(=O)N1CCOCC1` gave USP28 block -2, USP7 block -10, USP8 inh -16, USP10 block 0, USP30 inh -2, UCHL1 block -1, USP17 block -6 and OTUD3 inh -4.
`COc1ccc(/C=C2\CC(=O)c3ccccc3C2)c(OC)c1` gave USP28 block 14, USP7 block 0, USP8 inh 13, USP10 block 8, USP30 inh -16, UCHL1 block 5, USP17 block 5 and OTUD3 inh 8.
`COc1cccc(C(=O)N[C@@H]2CC[C@@H](Oc3ccccc3)[C@H](O)[C@H]2O)c1` gave USP28 block 5, USP7 block -1, USP8 inh 11, USP10 block -1, USP30 inh 12, UCHL1 block 0, USP17 block 7 and OTUD3 inh 9.
`CCc1noc(-c2ccc(-n3ncc(C(=O)N4CCOCC4)c3C)nc2)n1` gave USP28 block -4, USP7 block 1, USP8 inh -6, USP10 block 2, USP30 inh -4, UCHL1 block 0, USP17 block 7 and OTUD3 inh 1.
CCC(C)NC(=O)c1nc(-c2ccc3c(c2)OCC(=O)N3C)no1 (stereo not drawn) was read as USP28 block 3, USP7 block 3, USP8 inh 1, USP10 block 1, USP30 inh 10, UCHL1 block 2, USP17 block 5 and OTUD3 inh 0.
Screening COc1ccccc1NC(=O)N1CCN(c2ncccn2)CC1 returned USP28 block 6, USP7 block 3, USP8 inh 0, USP10 block 1, USP30 inh 12, UCHL1 block 2, USP17 block 4 and OTUD3 inh 16.
Screening Cc1ccc(NC(=O)C(=O)c2cn(CC(=O)N3CCOCC3)c3ccccc23)cc1F returned USP28 block -30, USP7 block -2, USP8 inh -22, USP10 block -1, USP30 inh -315, UCHL1 block -5, USP17 block -25 and OTUD3 inh -12.
`COc1ccc(S(=O)(=O)Nc2ccc3c(c2)CCCN3S(C)(=O)=O)cc1` gave USP28 block 0, USP7 block 4, USP8 inh 5, USP10 block 1, USP30 inh 8, UCHL1 block 2, USP17 block -4 and OTUD3 inh 2.
O=C(CSc1cc(NCc2ccc(Cl)cc2)ncn1)NCC1CCCO1 (stereo not drawn) was read as USP28 block -1, USP7 block -14, USP8 inh 9, USP10 block -8, USP30 inh -43, UCHL1 block -7, USP17 block -18 and OTUD3 inh -5.
COc1ccc(C2[C@@H]3CCCC[C@]3(O)CCN2C(=O)/C=C/c2cc(OC)c(OC)c(OC)c2)cc1 (stereo partly drawn) was read as USP28 block -10, USP7 block -1, USP8 inh -106, USP10 block -2, USP30 inh -23, UCHL1 block 0, USP17 block -14 and OTUD3 inh -7.
`O=C(Nc1nnc(C2CCCCC2)s1)c1cc(=O)[nH]c2ccccc12` gave USP28 block -39, USP7 block -4, USP8 inh -11, USP10 block 0, USP30 inh -103, UCHL1 block 0, USP17 block -18 and OTUD3 inh -9.
Screening O=c1c2cnc3nc(C(F)(F)F)nn3c2ccn1CC1CCCO1 (stereo not drawn) returned USP28 block 8, USP7 block 5, USP8 inh 12, USP10 block -1, USP30 inh 11, UCHL1 block 2, USP17 block 12 and OTUD3 inh -2.
Cn1c(CCCNC(=O)c2ccccc2)nc2ccccc21 was read as USP28 block 8, USP7 block -3, USP8 inh 0, USP10 block -1, USP30 inh 18, UCHL1 block 1, USP17 block 7 and OTUD3 inh 12.

The closing 2 entries of the section before open the next one:
Screening O=c1c2cnc3nc(C(F)(F)F)nn3c2ccn1CC1CCCO1 (stereo not drawn) returned USP28 block 8, USP7 block 5, USP8 inh 12, USP10 block -1, USP30 inh 11, UCHL1 block 2, USP17 block 12 and OTUD3 inh -2.
Cn1c(CCCNC(=O)c2ccccc2)nc2ccccc21 was read as USP28 block 8, USP7 block -3, USP8 inh 0, USP10 block -1, USP30 inh 18, UCHL1 block 1, USP17 block 7 and OTUD3 inh 12.
Screening C=C(C)[C@@]12O[C@@H]1[C@@]1(C)C(=CC2=O)CC[C@@H](O)[C@@H]1C returned USP28 block -16, USP7 block 1, USP8 inh 1, USP10 block 1, USP30 inh 1, UCHL1 block -3, USP17 block -9 and OTUD3 inh -14.
Cc1nonc1CC(=O)N1CCC(c2onc3c2CC(C)CC3)CC1 (stereo not drawn) was read as USP28 block -11, USP7 block -2, USP8 inh -15, USP10 block -2, USP30 inh -10, UCHL1 block -4, USP17 block -11 and OTUD3 inh -4.
`Cc1ccc(CNC(=O)c2cnc(-c3ccccc3)nc2-c2ccncc2)cc1C` gave USP28 block -8, USP7 block 1, USP8 inh 26, USP10 block -14, USP30 inh -14, UCHL1 block -7, USP17 block 14 and OTUD3 inh -10.
`O=C(c1ccccc1Cl)N1CC2CN(S(=O)(=O)c3cccc(F)c3)CC(C1)O2` gave USP28 block 2, USP7 block 3, USP8 inh 4, USP10 block -2, USP30 inh 20, UCHL1 block 1, USP17 block 3 and OTUD3 inh 14.
`O=S(=O)(C1CCCC1)N1CCC(O)(CN2CCOCC2)C1` (stereo not drawn) gave USP28 block -13, USP7 block 0, USP8 inh 4, USP10 block -1, USP30 inh -7, UCHL1 block 0, USP17 block -1 and OTUD3 inh -8.
Screening Cn1c2ccccc2c(=O)c2c(=O)n(-c3ccccc3)c(-c3ccc(Cl)cc3)nc21 returned USP28 block 16, USP7 block 5, USP8 inh 27, USP10 block 3, USP30 inh 27, UCHL1 block 1, USP17 block 19 and OTUD3 inh 16.
Cc1ccc(OCC(=O)Oc2ccc(-n3cnnn3)cc2)cc1C was read as USP28 block -9, USP7 block -51, USP8 inh -20, USP10 block 1, USP30 inh -23, UCHL1 block -2, USP17 block -19 and OTUD3 inh -1.
`O=c1c2cnc(N3CCc4ccccc4C3)nc2ccn1-c1ccc(F)cc1` gave USP28 block -21, USP7 block 1, USP8 inh 7, USP10 block -4, USP30 inh -144, UCHL1 block -5, USP17 block -17 and OTUD3 inh -15.
`CCN1CC2(CC1=O)CN(C(C)=O)CCN(C(=O)Cc1ccc(OC)cc1)C2` (stereo not drawn) gave USP28 block -1, USP7 block 4, USP8 inh -68, USP10 block 0, USP30 inh -2, UCHL1 block 2, USP17 block -10 and OTUD3 inh 0.
CC(C)CCn1c(CN2CCc3ccccc3C2)nc2c1c(=O)n(C)c(=O)n2C was read as USP28 block -11, USP7 block -2, USP8 inh 15, USP10 block -2, USP30 inh -12, UCHL1 block 3, USP17 block -2 and OTUD3 inh -6.
For O=C(N[C@@H]1C[C@@H](Oc2cccnc2)[C@H](O)[C@H]1N1CCCCC1)c1ccccn1 the results were USP28 block -19, USP7 block -2, USP8 inh 2, USP10 block -9, USP30 inh -69, UCHL1 block -2, USP17 block -9 and OTUD3 inh -9.
`CC(C)(C)n1ncc2c(=O)n(Cc3cccc([N+](=O)[O-])c3)cnc21` gave USP28 block 79*, USP7 block -29, USP8 inh 1, USP10 block 2, USP30 inh 11, UCHL1 block 2, USP17 block -22 and OTUD3 inh 2.
O=C(CC1CCCC1)N1CCC(O)(CN2CCC(F)(F)CC2)C1 (stereo not drawn) was read as USP28 block 12, USP7 block 2, USP8 inh -2, USP10 block 2, USP30 inh 19, UCHL1 block 1, USP17 block 2 and OTUD3 inh 10.
For CNc1nc(C2CCNC2)nc2c1CCN(S(=O)(=O)c1cc(C)c(OC)cc1C)C2 (stereo not drawn) the results were USP28 block 5, USP7 block 3, USP8 inh 16, USP10 block -4, USP30 inh -15, UCHL1 block 1, USP17 block -9 and OTUD3 inh -11.
Screening O=C(COc1ccccc1)Nc1ncc2c(n1)CC(c1ccccc1)CC2=O (stereo not drawn) returned USP28 block -6, USP7 block 0, USP8 inh 21, USP10 block 8, USP30 inh -3, UCHL1 block -1, USP17 block 2 and OTUD3 inh 0.
Screening CCc1cc(C(F)(F)F)n2nc(C3CCN(C(=O)C4CCCO4)C3)cc2n1 (stereo not drawn) returned USP28 block -4, USP7 block 0, USP8 inh -10, USP10 block 0, USP30 inh -5, UCHL1 block 0, USP17 block -3 and OTUD3 inh -1.
`Cc1cccc(CNS(=O)(=O)c2ccc(-c3cc(C(F)(F)F)on3)s2)c1` gave USP28 block 10, USP7 block 8, USP8 inh 21, USP10 block 5, USP30 inh 19, UCHL1 block 3, USP17 block 43* and OTUD3 inh 14.
Screening CCOc1ccc(C(=O)N2CCC(C)(C(=O)NCc3ccccc3)CC2)cc1 returned USP28 block -3, USP7 block -1, USP8 inh 0, USP10 block 1, USP30 inh 1, UCHL1 block -2, USP17 block 5 and OTUD3 inh -6.
Screening O=C1NC(c2ccccc2)=N[C@@]12CC[C@@H]1CN(Cc3cccc(Cl)c3)C[C@@H]12 returned USP28 block 2, USP7 block -35, USP8 inh -17, USP10 block 2, USP30 inh 2, UCHL1 block 1, USP17 block -20 and OTUD3 inh -7.
Screening Cc1csc2ncc(C(=O)N3CCN(c4ccccc4)CC3)c(=O)n12 returned USP28 block -86, USP7 block -2, USP8 inh -7, USP10 block -4, USP30 inh -97, UCHL1 block -4, USP17 block 8 and OTUD3 inh -27.
For CCc1ccccc1NC(=O)CN1CC[C@@H]2[C@@H](c3ccccc3)N(C)C[C@]2(NC(C)=O)C1 the results were USP28 block 5, USP7 block 10, USP8 inh -1, USP10 block 0, USP30 inh -6, UCHL1 block 4, USP17 block 2 and OTUD3 inh 3.
Screening CCCCN1CCC(N2CCN(C(=O)c3cccc(F)c3)CC2=O)CC1 returned USP7 block -1, USP8 inh -8, USP10 block -1, UCHL1 block -2, USP17 block 0 and OTUD3 inh 0.
For COc1cc(/C=C/C23NC(=O)CN2c2ccc(C)cc2C3(C)C)ccc1OCc1ccccc1 (stereo not drawn) the results were USP28 block -193, USP7 block -14, USP8 inh -32, USP10 block -10, USP30 inh inactive, UCHL1 block -19, USP17 block -101 and OTUD3 inh -116.
For Cc1cccc(-c2cc(C(=O)Nc3ccccc3F)[nH]n2)c1O the results were USP28 block 36*, USP7 block 11, USP8 inh 24, USP10 block 13, USP30 inh 58*, UCHL1 block 5, USP17 block 90* and OTUD3 inh 19.
Screening CC(C)(C)c1cc2nc3c(c(=O)n2[nH]1)CN(Cc1cccnc1)CC3 returned USP28 block -10, USP7 block -2, USP8 inh -268, USP10 block 0, USP30 inh -16, UCHL1 block -2, USP17 block -26 and OTUD3 inh -2.
`O=C(CN(Cc1ccccc1)S(=O)(=O)c1ccc(Cl)cc1)NCc1ccco1` gave USP28 block 23, USP7 block -1, USP8 inh 11, USP10 block 10, USP30 inh -100, UCHL1 block 3, USP17 block 22 and OTUD3 inh 27.

Of the compounds above, five have a Cl atom:
O=C(CSc1cc(NCc2ccc(Cl)cc2)ncn1)NCC1CCCO1 (stereo not drawn) was read as USP28 block -1, USP7 block -14, USP8 inh 9, USP10 block -8, USP30 inh -43, UCHL1 block -7, USP17 block -18 and OTUD3 inh -5.
`O=C(c1ccccc1Cl)N1CC2CN(S(=O)(=O)c3cccc(F)c3)CC(C1)O2` gave USP28 block 2, USP7 block 3, USP8 inh 4, USP10 block -2, USP30 inh 20, UCHL1 block 1, USP17 block 3 and OTUD3 inh 14.
Screening Cn1c2ccccc2c(=O)c2c(=O)n(-c3ccccc3)c(-c3ccc(Cl)cc3)nc21 returned USP28 block 16, USP7 block 5, USP8 inh 27, USP10 block 3, USP30 inh 27, UCHL1 block 1, USP17 block 19 and OTUD3 inh 16.
Screening O=C1NC(c2ccccc2)=N[C@@]12CC[C@@H]1CN(Cc3cccc(Cl)c3)C[C@@H]12 returned USP28 block 2, USP7 block -35, USP8 inh -17, USP10 block 2, USP30 inh 2, UCHL1 block 1, USP17 block -20 and OTUD3 inh -7.
`O=C(CN(Cc1ccccc1)S(=O)(=O)c1ccc(Cl)cc1)NCc1ccco1` gave USP28 block 23, USP7 block -1, USP8 inh 11, USP10 block 10, USP30 inh -100, UCHL1 block 3, USP17 block 22 and OTUD3 inh 27.
